# APEX1 inh: APE1 (human) endonuclease inhibition. Potency, µM (doses to about 65.8 µM), without a hit: top-dose activity change, negative = inhibition, most hits filed as inhibitors. recombinant APE1, TAMRA/BHQ-2 abasic DNA cleavage fluorescence. hit rate 0.35% among 350,000;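 note: potency is the fitted concentration of half-maximal effect; plate controls were vehicle for no effect and reference inhibitor for full effect; nearly all actives have a fitted effect of over 55% in size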
# Target sequence (P27695 whole entry, looked up): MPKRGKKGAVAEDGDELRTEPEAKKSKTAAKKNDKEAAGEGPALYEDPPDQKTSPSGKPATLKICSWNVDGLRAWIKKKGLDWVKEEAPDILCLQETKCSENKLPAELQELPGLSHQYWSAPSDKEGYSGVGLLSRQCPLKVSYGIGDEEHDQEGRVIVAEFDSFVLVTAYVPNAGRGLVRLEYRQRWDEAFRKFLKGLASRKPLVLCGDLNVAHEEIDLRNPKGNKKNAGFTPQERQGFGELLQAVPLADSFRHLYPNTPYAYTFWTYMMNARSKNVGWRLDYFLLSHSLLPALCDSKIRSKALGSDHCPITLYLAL
#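 Kinetic fluorescence read (525 ex/598 em nm, three reads 60 s apart) of AP-site incision; signal = third minus first read. Enzyme 0.75 nM, dual-labelled THF duplex 50 nM, compound preincubation 15 min RT.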
# Pol eta inh: DNA polymerase eta (human) inhibition | Q9Y253 | recombinant Pol eta, fluorescent DNA replication assay | Potency, µM (top dose mostly 114 µM), inactives show top-dose activity change, negative = inhibition, actives largely listed as inhibitors | hit rate 1.2% among 390,000 | AID 588591; note: potency is the fitted concentration of half-maximal effect; % is set by controls: 0 for no effect and ±100 for the full control effect
#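 Pol eta at 10 nM preincubated with compounds 15 min at room temperature; reaction started with fluorescent substrate (50 nM final) and read kinetically at 0 and 10 min.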
# Apoferritin bind: candidate novel general anesthetic via apoferritin binding. P02791. apoferritin/1-aminoanthracene competitive binding, fluorescence. Potency, µM (series often up to 77.5 µM), for inactives: at the highest dose activity change, negative = displacement, hits mostly inhibitors. hit rate 0.074% among 350,000. AID 485281; note: potency is the fitted concentration of half-maximal effect; % is set by controls: 0 for no effect and ±100 for the full control effect; nearly all actives have a fitted effect of over 20% in size
#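 Read-out: endpoint 1-AMA fluorescence, excitation 380 nm and emission 535 nm, after compounds sit 10 min at room temperature with 10 uM horse-spleen apoferritin in 50% saturated 1-AMA/PBS. Values come from four-parameter Hill fits.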
# Pol kappa inh: blocks human DNA polymerase kappa activity; purified Pol kappa, fluorescent DNA synthesis assay, 10 min; Potency, µM (series often up to 107 µM), inactives show top-dose activity, negative = inhibition, actives largely listed as inhibitors; hit rate 0.53% among 400,000; note: potency is the fitted concentration of half-maximal effect; % is set by controls: 0 for no effect and ±100 for the full control effect
#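 Pol kappa 10 nM + cpd, 15 min RT; start w/ substrate 50 nM final; fluorescence kinetic read, 0 and 10 min. Neg ctrl: buffer, no enzyme.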
# ERG Ets-DNA blk: ERG Ets/DNA interaction inhibition. fluorescence polarization, His-ERG Ets domain / labelled DNA. Potency, µM (series often up to 76.9 µM), inactives show top-dose FP activity, negative = inhibition, most hits filed as inhibitors. hit rate 0.028% among 370,000. P11308. AID 624246; active = well fitted inhibition curve with a large enough effect in the polarisation, with a control signal flat; inconclusive = small, poorly fitted or top-dose-only effect, or effect the other way, or a change in a side signal; inactive = no such curve, though single readings can be large or run the other way; the % refers to the polarisation;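 note: polarization taken with two DNA probes labelled with fluorescein and Texas red; potency is the fitted concentration of half-maximal effect; % of control where 0% means no effect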
# Target sequence (P11308 whole entry, looked up, the tested form may be a part): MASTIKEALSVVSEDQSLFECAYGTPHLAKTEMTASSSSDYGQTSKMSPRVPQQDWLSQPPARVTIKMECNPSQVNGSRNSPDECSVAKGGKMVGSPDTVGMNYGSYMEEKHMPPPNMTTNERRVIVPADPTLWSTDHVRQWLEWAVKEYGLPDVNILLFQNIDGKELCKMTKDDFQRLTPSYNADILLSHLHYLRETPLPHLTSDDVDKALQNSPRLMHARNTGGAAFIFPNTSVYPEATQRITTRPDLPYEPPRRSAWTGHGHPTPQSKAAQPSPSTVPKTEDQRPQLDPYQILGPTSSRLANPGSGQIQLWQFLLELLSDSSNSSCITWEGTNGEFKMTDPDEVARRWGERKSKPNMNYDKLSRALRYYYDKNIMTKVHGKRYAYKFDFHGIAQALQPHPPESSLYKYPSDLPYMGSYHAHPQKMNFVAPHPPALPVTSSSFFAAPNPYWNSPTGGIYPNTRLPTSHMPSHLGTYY
#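 His-tagged ERG Ets domain (1 uM in the protein solution; 300mM KCl, 50mM Tris-HCl, 1mM EDTA, 1mM DTT, pH 7.5) received compound, then a probe mix of 5 nM fluorescein-DNA and 100nM Texas-615-DNA. Fluorescence polarization was read for both dyes.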
# Pol beta inh: DNA polymerase beta (human) inhibition; P06746; Pol beta primer extension/strand displacement, fluorescence kinetic; Potency, µM (series often up to 114 µM), without a hit: top-dose activity change, negative = inhibition, hits mostly inhibitors; hit rate 1.3% among 340,000; note: potency is the fitted concentration of half-maximal effect; % is set by controls: 0 for no effect and ±100 for the full control effect
#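 Values derive from four-parameter Hill fits of normalized kinetic data: reads at 0 and 10 min following addition of 50 nM substrate to 10 nM Pol beta preincubated 15 min with compound.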
# LDHA inh: LDHA (human) enzyme inhibition; purified LDHA, NADH/diaphorase-resazurin fluorescence; active compounds read low; AID 1347041; P00338; activity change, % (values are at about 110 or 230 µM); hit rate 0.15% among 480,000; in the data active = activity change below about -30%; inconclusive = mostly about -25% to -30%;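 note: plate controls were DMSO wells for no effect and wells without enzyme for full effect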
#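 Resorufin fluorescence (ex540/em590), read at 0 and 20 min after diaphorase/resazurin addition, reports the NADH left after a 5 min room-temperature reaction of 2 nM human LDH5 with 0.06 mM NADH and 0.2 mM pyruvate.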
# 12-LOX inh: inhibitors of human 12S-lipoxygenase ALOX12 | AID 1671190 | Potency, µM (doses to about 108 µM), for inactives: at the highest dose activity change, negative = inhibition, hits mostly inhibitors | purified 12hLO, xylenol orange hydroperoxide absorbance | hit rate 1.1% among 580,000; note: potency is the fitted concentration of half-maximal effect; % is set by controls: 0 for no effect and ±100 for the full control effect
#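 Purified human 12hLO at 150 nM in 25 mM Hepes, 0.01% Triton X-100, pH 7.0, preincubated 15 min at room temperature with compound. Reaction started with 40 uM arachidonic acid, 30 min at room temperature. Hydroperoxide measured by Fe-xylenol orange, 573/405 nm absorbance ratio.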
# RGS4 inhibitor: blocks human RGS4-accelerated GTP hydrolysis | P49798 | Transcreener GDP fluorescence polarization, RGS4-accelerated GTP hydrolysis | Potency, µM (doses to about 114 µM), for the others: at the highest dose activity change, negative = inhibition, usual class: inhibitors | hit rate 0.039% among 390,000; note: potency is the fitted concentration of half-maximal effect; % is set by controls: 0 for no effect and ±100 for the full control effect; nearly all actives have a fitted effect of over 75% in size; some results filed as inactive show a strong effect at the top dose
# Target sequence (P49798 whole entry, looked up): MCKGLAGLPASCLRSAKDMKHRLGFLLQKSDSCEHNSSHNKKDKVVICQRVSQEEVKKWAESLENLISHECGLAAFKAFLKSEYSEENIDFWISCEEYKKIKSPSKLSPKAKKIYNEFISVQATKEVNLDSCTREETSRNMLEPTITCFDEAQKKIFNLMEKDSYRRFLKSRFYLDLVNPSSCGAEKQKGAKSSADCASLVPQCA
#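 MLSMR compounds (23 nl, pin-transferred) preincubated 10 min at room temperature with a 500nM (2x) first reagent, then RGS4 at 900nM (2x) plus Transcreener GDP mix added; fluorescence polarization (620/688 nm) read before and after 90 min at 30 °C.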
# An asterisk follows results filed as active; ? = inconclusive; nt = no result given; & = joins results of further samples; [ ] = dose if it differs, or a comment. Unless noted, calls come from the whole dose curve; as a rule, active = well fitted curve in the direction sought with a large enough effect; inconclusive = small, poorly fitted or top-dose-only effect, or another doubt; inactive = no such curve, though single readings can be large; an effect the other way counts as inactive or inconclusive. Not all compounds are listed; count on the stated rates, not on these rows.
# Every second line gives: 12-LOX inh, Pol kappa inh, LDHA inh, APEX1 inh, Pol eta inh, Pol beta inh, RGS4 inhibitor, Apoferritin bind, ERG Ets-DNA blk
Cc1ccc(C(N)=Nc2ccccc2)cc1
    -9%, -13%, -10, -3%, -7%, 34%, -16%, -10%, -8%
COc1cc(OC)cc(-c2c(C#Cc3ccsc3)c3cc(-c4cccc5[nH]ccc45)ccc3n2C)c1
    ?, 9%, 0, 22%, -15%, nt, -29%, nt, -9%
Cc1noc(C)c1S(=O)(=O)N(C)C[C@H]1Oc2ccc(NC(=O)Cc3ccccc3)cc2C(=O)N([C@H](C)CO)C[C@@H]1C
    -5%, 0%, 6, -14%, -5%, nt, -11%, nt, -7%
CCCOC(=O)C1=C(C)NC2=C(C(=O)C(C(=O)OC)C(C)C2)C1c1ccc(N(CC)CC)cc1 (stereo not given)
    -5%, -7%, 7, -4%, -23%, 9%, -13%[11.4 µM], -5%, 1%
CCOc1cc2[nH]c(=O)n(Cc3cccc(OC)c3)c(=O)c2cc1OCC
    9%, -1%, -4, -2%, ?, 3%, 25%, -16%, 3%
Fc1ccc(Cn2nnnc2C(c2ccc(Cl)cc2)N2CCSCC2)cc1 (stereo not given)
    ?, -11%, -5, -8%, -8%, 4%, 2%, -7%, 5%
O=C(COc1ccc(F)cc1Br)NCC1(N2CCCCC2)CCCCC1
    -16%, 3%, -5, 22%, -20%, nt, 7%, nt, -1%
CN(C)C(=O)/C(C#N)=C\c1cc(Br)c(Sc2ccc(Cl)cc2)o1
    nt, -17%, -6, 0%, -15%, 2%, -18%, 2%, -5%
Cc1ccccc1C(=O)Nc1sc2c(c1C(=O)O)CCC(C(C)(C)C)C2 (stereo not given)
    -22%, -9%, 0, nt, -10%, -12%, -1%, -8%, 2%
O=C(NCCc1csc(-c2cccnc2)n1)c1ccco1
    11%[57.4 µM], -3%, -7, 2%, -14%, 26%, -3%, -7%, 7%
COc1ccc(OCCSCc2nnc(NC(=O)Nc3ccc(Cl)cc3)s2)cc1
    -2%, 3%, -5, 16%, -19%, 54%, -12%, -7%, 8%
CCSc1oc(-c2ccccc2)nc1S(=O)(=O)c1ccccc1
    ?, -15%, 0, -3%, -18%, -5%, -15%, -5%, -2%
CC1CCN(CC(=O)NCc2ccco2)CC1
    -3%, -1%, -9, 2%, 1%, 1%, 4%, -7%, 4%
COc1cc(NC(=O)CSc2nnc(Cn3nnc4ccccc43)n2C)cc(OC)c1
    0%, -4%, -3, ?, 6%, 2%, -7%, -14%, 4%
Cc1ccc(C(=O)NS(=O)(=O)c2ccc(N=NN(C)C)cc2)cc1
    -3%, -5%, -7, -7%, -22%, 4%, -41%, -5%, 9%
CCCNC(=O)Cn1nc(-c2ccc(OC)cc2)c2cnc3ccc(F)cc3c21
    -10%, 19%, -2, nt, 3%, 7%, ?, 3%, -4%
Cc1cc(NCc2ccccn2)ccc1Br
    ?, -9%, -4, ?, -6%, 4%, -1%, ?, 1%
O=C(CSc1nc(=O)n(CCCN2CCOCC2)c2c1CCCC2)Nc1ccccc1Cl
    -1%, 3%, 0, -13%, -20%, nt, -44%, nt, -1%
CC1CCN(S(=O)(=O)c2ccc3nc(Nc4cccc(C(F)(F)F)c4)ccc3c2)CC1
    -23%, -13%, 4, nt, ?, -1%, 5%, 114%[activator], 2%
Cc1ccc(-c2cnc(NC(=O)c3cccc(Br)c3)s2)c(C)c1
    ?, -8%[60.1 µM], -12, -2%, -7%, -7%, 13%, -15%, nt
CCCN(C(=O)CSc1nnc(N)s1)c1c(N)n(Cc2ccccc2)c(=O)[nH]c1=O
    -11%, -9%, -6, 13%, -10%, nt, -43%, nt, 0%
Clc1ccc(-c2nc3nc4ccccc4nc3n2Cc2ccco2)cc1
    ?, 7%, -5, 9%, -5%, 2%, ?, -10%, 1%
O=c1[nH]nc(Cc2ccc([N+](=O)[O-])cc2)c2ccccc12
    12%, -15%, -6, 29%, -16%, -1%, 2%, 2%, -24%
CC(C(=O)OCC(=O)c1ccccc1)N1C(=O)c2ccccc2C1=O (stereo not given)
    2%, -16%, -5, -1%, -12%, 15%, ?, -11%, 1%
Cc1ccc(-c2c(C(=O)Nc3ccc(F)c(F)c3)oc(=O)c3ccccc23)cc1
    0%, -21%, -5, nt, -22%, 4%, 5%, -16%, -4%
Cc1[nH]n(-c2ccccc2)c(=O)c1C1(C(F)(F)F)C(=O)N(c2ccc(F)cc2)C2=C1C(=O)CC(C)(C)C2 (stereo not given)
    0%, -2%, -3, 2%, -10%, 3%, -1%, -18%, 1%
O=C1c2ccccc2CC1Sc1nnc(-c2ccncc2)o1 (stereo not given)
    0%, -23%, 5, -1%, 7%, ?, ?, -6%, 9%
CN(Cc1nc2ccccc2c(=O)[nH]1)C(=O)c1ccc(S(=O)(=O)N(C)C)cc1
    3%, -5%, -4, -1%, -1%, 4%, -19%, -7%, 3%
CS(=O)(=O)N(CC(=O)NCCc1ccccc1)c1cccc([N+](=O)[O-])c1
    6%, -5%, -19, -7%, 6%, 20%, 5%, -9%, -6%
O=c1cc(-c2ccccc2)n2c(SCc3ccccc3Cl)nnc2[nH]1
    8%, -6%[60.1 µM], -7, nt, -13%, 9%, -34%, 2%, -2%
COCCn1c(SCC(=O)c2ccc(C)cc2C)nc2cc(C(=O)NC3CCCC3)ccc2c1=O
    -3%, 5%, 0, nt, -10%, 14%, -6%, -3%, 1%
COc1cc2c(=O)n(CCC(=O)NCC3CCCO3)c(=O)n(CC(=O)c3ccc(Cl)cc3)c2cc1OC (stereo not given)
    10%, 2%, -3, ?, -13%, 4%, 2%, -7%, 7%
COc1ccc(-n2c(CCC(=O)O)ccc2-c2ccccc2)cc1
    -6%&-2%, 6%, -2&-2, 4%, -11%&-16%, -30%&-9%, -41%&11%, -12%&-3%, 5%&1%
Cc1cc(C)nc(/N=C(\N)Nc2ccc(-c3ccccc3)cc2)n1
    -24%, -9%, -7, 1%, -6%, -6%, 3%, ?, 3%
CC1=NN(c2ccccc2)C(=O)C1C=Nc1ccc(N(C)C)cc1 (stereo not given)
    ?, -5%, 26, 10%, -26%, 16%, ?, -14%, -1%
Cc1cc(C(=O)N2CCN(c3cccc(Cl)c3)CC2)c(C)o1
    ?, -2%, 3, 2%, 9%, 9%, -22%, -10%, 1%
C=CCNC(=O)C1CC2Cn3c(nc4cc(C)c(C)cc43)C2N1C (stereo not given)
    -21%, 9%, -1, -2%, -17%, 6%, -8%, 0%, -13%
COCCOC(=O)C1=C(C)NC(=O)CC1c1cc2c(cc1Br)OCO2 (stereo not given)
    0%, -6%, -5, 3%, -19%, 13%, 23%, 1%, 5%
CC(C)(C)NC(=S)NC(C)(C)C
    -1%, 2%, -16, 3%, -15%, 2%, 8%, -2%, -2%
CC1=Nn2c(nnc2-c2cc(C)[nH]n2)SC1
    -1%, -7%, -5, -3%, -5%, 5%, -5%, -3%, -9%
CN(C)S(=O)(=O)c1ccc(C(=O)Nc2nc(-c3cccs3)cs2)cc1
    -1%, -5%, -3, -6%, -16%, 22%, 4%, -12%, 5%
Nc1c(C(=O)O)ccc2c1C(=O)c1ccccc1C2=O
    1%, -13%, 19, ?, -29%, ?, -22%, -16%, 120%[activator]
Cc1ccc(C)c(OCCC(=O)Nc2cccc(S(=O)(=O)N3CCCC3)c2)c1
    10%, -13%, -3, 20%, -18%, nt, -19%, nt, 2%
O=C(CCCOc1ccccc1)N1CCCCC1
    -5%, 2%, -8, 16%, -4%, 7%, 0%[11.4 µM], -21%, 10%
CC1(C)Oc2ccc3ccc(=O)oc3c2/C(=C/Nc2ccccc2)C1=O
    0%, -6%, -6, 3%, -17%, 12%, 36%, -10%, -3%
Cc1ccccc1NN1C(=O)C=CC1=O
    71%, -15%, -2, 1%, -10%, 4%, 13%, 4%, -9%
CCNC(=S)Nc1ccc(Cc2ccncc2)cc1
    -25%, -7%, -2, -4%, -2%, 1%, -18%, -7%, -5%
COc1cc(OC)c(NC(=O)CCCNC(=O)Cn2cnc3sc(C)c(C)c3c2=O)cc1Cl
    -17%, -4%, -6, 3%, -21%, 0%, -37%, 11%, -5%
O=C1CCC(=O)N1c1ccc(NCCc2ccccc2F)c([N+](=O)[O-])c1
    -1%, -7%, -6, -5%, 5%, 19%, 17%, ?, -3%
CC(C)Cn1c(=O)c2ccccc2n2c(-c3cccc(Cl)c3)nnc12
    -25%, 3%, -1, nt, 4%, 23%, 14%, 3%, 0%
COc1ccc([N+](=O)[O-])cc1NC(=O)C(C)Sc1nc(C)c(C)c(C)n1 (stereo not given)
    -20%, -23%, 4, -5%, -15%, 47%, -6%, -7%, 11%
O=C(CSc1nnc(NC(=O)c2ccccc2F)s1)NC1CCCC1
    0%, 3%, -11, 11%, -21%, -1%, -9%, -4%, -5%
Cc1c2cnn(-c3ccccc3)c(=O)c2c(C)n1CC(=O)N1CCN(c2ccc(F)cc2)CC1
    -28%, -4%, -5, nt, -9%, 31%, 24%, 5%, 2%
Cc1ccc2oc(-c3cccc(NC(=O)Cc4cccs4)c3)nc2c1
    0%&-10%, 0%, 0&4, 0%, -5%, 3%, -3%, -8%, 5%
COc1ccc(CN(C)CC2CCCN(CCc3ccccc3C)C2)cc1O (stereo not given)
    ?, -9%, 0, 9%, -21%, 10%, 2%, -5%, -3%
CC(Sc1nnc(Cc2ccc([N+](=O)[O-])cc2)o1)C(N)=O (stereo not given)
    6%, -7%[60.1 µM], 0, 1%, -2%, 0%, 16%, -9%, nt

# High-throughput results (PubChem BioAssay)
